BRCT PPI red – disrupts BRCA1 BRCT binding to phosphoprotein, red fluorophore readout; P38398; Potency, µM (series often up to 76.9 µM), for inactives: at the top dose activity change, negative = inhibition, most hits filed as inhibitors; 0.03% of 75,000 active; BRCT-phosphopeptide binding, red fluorescence polarization; further: on the % scale 0 is the no-effect control and ±100 the full control effect
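Fluorescence polarization: 100 nM His-tagged BRCA1 BRCT with 100 nM TAMRA-labelled phospho-BACH1 decapeptide, phosphate buffer pH 7.3 with 150 mM NaCl, DTT, 0.01% Tween 20; 12 min RT. Binding inhibition seen as FP decrease.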
Rhodamine fluor – compound autofluorescence in rhodamine spectral region; Rhodamine-region fluorescence, 547/598 nm, Tris buffer; stronger effect = higher value; max dye-equivalent concentration, M; 0.05% of 59,000 active; in the data active means max dye-equivalent concentration above about 11 nM; inconclusive means between about 1.1 nM and that limit
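qHTS spectral profiling of compounds without any target or enzyme present, in pH 8.0 Tris buffer; plates were read after a 15-minute room-temperature incubation using the rhodamine-region filter set.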
Caspase-1 inhib – blocks human caspase-1 allosterically or competitively | P29466 | Caspase-1 enzyme, Ac-WEHD-AFC fluorogenic rate | Potency, µM (top dose mostly 57.5 µM), for the others: at the highest dose activity change, negative = inhibition, actives largely listed as inhibitors | 0.03% of 75,000 active;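 further: potency means the concentration at half of the fitted maximal effect; plate controls were vehicle for no effect and no substrate for full effect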
Target sequence (P29466 120-297 limits assumed): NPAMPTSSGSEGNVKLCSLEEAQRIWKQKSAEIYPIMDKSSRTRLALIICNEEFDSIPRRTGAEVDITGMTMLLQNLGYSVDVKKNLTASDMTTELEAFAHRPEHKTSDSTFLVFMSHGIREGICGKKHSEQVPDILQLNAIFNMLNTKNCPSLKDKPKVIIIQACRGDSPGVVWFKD
Target sequence (P29466 317-404 limits assumed): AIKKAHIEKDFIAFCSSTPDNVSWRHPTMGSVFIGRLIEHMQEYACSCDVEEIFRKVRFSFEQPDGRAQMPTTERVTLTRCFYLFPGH
Pol III holo inh – DNA polymerase III holoenzyme inhibition; reconstituted DNA polymerase III holoenzyme replication, biochemical; Potency, µM (titrated, usually from 57.1 µM), without a hit: at the top dose activity change, negative = inhibition; 0.25% of 71,000 active; AID 603; further: potency means the concentration at half of the fitted maximal effect; on the % scale 0 is the no-effect control and ±100 the full control effect
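Reconstituted *E. coli* holoenzyme (0.35 nM Pol III, 1 nM beta, 154 nM SSB, 2 nM primase) was preincubated with compound for 15 min at RT. Synthesis on 1.4 nM ssM13Gori ran 35 min, then was stopped with PicoGreen/EDTA and read as dsDNA fluorescence.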
Tau filament bind – binds recombinant human tau filaments; P10636; recombinant tau filaments, thioflavin S fluorescence, 15 h; filaments grown with octadecylsulfate alongside compound; Potency, µM (titrated, usually from 57.1 µM), inactives show at the top dose activity change, negative = inhibition; 2% of 71,000 active; AID 596;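 further: potency means the concentration at half of the fitted maximal effect; on the % scale 0 is the no-effect control and ±100 the full control effect; actives lower thioflavin S fluorescence by blocking filaments or displacing dye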
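Quantitative HTS: thioflavine S signal from ODS-induced tau filaments, excited at 450 nm, emission 510 nm. Conditions: 1 uM tau, 30 uM ODS, 15 h at 37 C, pH 7.4.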
USP2a inhib – USP2a (human) protease inhibition. O75604. USP2a enzymatic assay, qHTS inhibition. Potency, µM (titrated, usually from 38.3 µM), without a hit: at the highest dose activity change, negative = inhibition, most hits filed as inhibitors. 0.1% of 60,000 active. AID 927;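 further: potency means the concentration at half of the fitted maximal effect; nearly all actives have a fitted effect of over 60% in size; plate controls were DMSO for no effect and NEM full inhibition control for full effect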
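USP2 core (20nM final) preincubated 30 min RT with compound, then Ub-PLA2 20nM and NBD C6-HPC 20uM final added; buffer 20mM Tris-HCl pH 8.0, 2mM CaCl2. Fluorescence Ex 460/Em 535 read at 0 and 2.5 h; normalized to NEM.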
HEK293 cAMP cs – counter-screen for TSHR agonists: cAMP increase in parental HEK293; parental HEK293 CNG cAMP sensor, membrane potential fluorescence; Potency, µM (doses to about 57.1 µM), inactives show at the top dose activation, most hits filed as activators; 2.5% of 73,000 active; AID 938; further: potency means the concentration at half of the fitted maximal effect; % of control where 0% means no effect; nearly all actives have a fitted effect of over 55% in size
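Counterscreen for endogenous-receptor signalling: CNG-channel HEK 293 cells report cAMP rise by membrane depolarization. After 60 min dye equilibration with 100 uM RO 20-1724, compounds incubated 30 min before bottom-read fluorescence at 590 nm.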
Caspase-7 inhib – blocks human caspase-7 allosterically or competitively | P55210 | recombinant caspase-7, Ac-DEVD-AFC fluorescence rate | Potency, µM (doses to about 57.5 µM), for inactives: at the top dose activity change, negative = inhibition, actives largely listed as inhibitors | 0.02% of 75,000 active | AID 889; active means well fitted inhibition curve with a large enough effect in the main read-out, with a control signal flat, not every such curve was filed as active; inconclusive means small, poorly fitted or top-dose-only effect, or a change in a side signal; further: potency means the concentration at half of the fitted maximal effect; % of control where 0% means no effect
15-hLO inh – inhibitors of human 15-lipoxygenase (ALOX15); P16050; 1.4% of 74,000 active; AID 887; purified 15hLO-1, xylenol orange hydroperoxide absorbance; Potency, µM (top dose mostly 57.1 µM), without a hit: top-dose activity change, negative = inhibition, hits mostly inhibitors; further: potency means the concentration at half of the fitted maximal effect; on the % scale 0 is the no-effect control and ±100 the full control effect; nearly all actives have a fitted effect of over 55% in size
Target sequence (P16050 whole entry, looked up): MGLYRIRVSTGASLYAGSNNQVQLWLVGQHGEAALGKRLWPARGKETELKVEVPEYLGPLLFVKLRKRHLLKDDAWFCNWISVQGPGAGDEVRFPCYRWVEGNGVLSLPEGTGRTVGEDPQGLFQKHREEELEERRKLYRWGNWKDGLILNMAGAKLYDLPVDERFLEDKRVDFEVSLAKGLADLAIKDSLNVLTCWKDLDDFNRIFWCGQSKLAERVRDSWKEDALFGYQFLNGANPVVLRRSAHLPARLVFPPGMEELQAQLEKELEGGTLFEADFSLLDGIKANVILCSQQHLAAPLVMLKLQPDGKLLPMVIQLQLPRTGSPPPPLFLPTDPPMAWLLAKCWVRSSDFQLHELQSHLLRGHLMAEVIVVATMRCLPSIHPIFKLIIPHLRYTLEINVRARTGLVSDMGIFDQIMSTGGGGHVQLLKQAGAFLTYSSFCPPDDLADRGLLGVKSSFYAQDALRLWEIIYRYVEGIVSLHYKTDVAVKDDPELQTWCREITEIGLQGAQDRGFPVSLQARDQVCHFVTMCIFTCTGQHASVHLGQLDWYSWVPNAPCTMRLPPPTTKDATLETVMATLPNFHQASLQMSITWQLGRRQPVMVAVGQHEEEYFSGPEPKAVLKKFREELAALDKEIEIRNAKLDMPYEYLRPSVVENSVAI
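Purified human 15hLO-1 (40 nM final) in 25 mM Hepes pH 7.5, 0.01% Triton X-100 was preincubated with compound 15 min at room temperature, then reacted 6 min with 50 uM arachidonic acid; hydroperoxide detected by Fe-XO, 573/405 nm absorbance ratio.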
BRCT PPI green – BRCA1 BRCT-phosphoprotein interaction inhibition; Potency, µM (top dose mostly 76.9 µM), for the others: at the top dose activity change, negative = inhibition, most hits filed as inhibitors; BRCA1 BRCT-phosphopeptide binding, green fluorescence polarization; 0.05% of 75,000 active; P38398; AID 875;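 further: potency means the concentration at half of the fitted maximal effect; plate controls were peptide without protein for full effect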
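Compounds were incubated for 12 min at room temperature with a complex of 100 nM fluorescein-tagged pBACH1 decapeptide and 250 nM His-tagged BRCT protein. Buffer was phosphate pH 7.3 with EDTA, DTT and Tween 20. Disruption of binding lowers the polarization signal.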
HADH2 inhib – HADH2 (human) dehydrogenase inhibition | Potency, µM (series often up to 57.1 µM), for inactives: at the top dose activity change, negative = inhibition, most hits filed as inhibitors | recombinant HADH2, NADH fluorescence, beta-hydroxybutyryl-CoA | Q99714 | 3.4% of 73,000 active | AID 886; further: potency means the concentration at half of the fitted maximal effect; on the % scale 0 is the no-effect control and ±100 the full control effect; nearly all actives have a fitted effect of over 60% in size; many of its hits are not listed in these tables
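20 nM HADH2 + cpd, 15 min RT; add 1 mM NAD+/90 uM beta-hydroxybutyryl-CoA; kinetic fluorescence 360/450 nm, 4 min. Tris-HCl pH 9.0, 0.01% Tween-20.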
Numbers without * were called inactive; i = inactive; ? = inconclusive; nt = not tested or not shown; [ ] = remark or other dose. Unless noted, the call rests on the fitted dose curve; in most records, active means well fitted curve in the direction sought with a large enough effect; inconclusive means small, poorly fitted or top-dose-only effect, or another doubt; inactive means no such curve, though single readings can be large; an effect the other way counts as inactive or inconclusive.

SMILES	USP2a inhib	Caspase-1 inhib	15-hLO inh	HEK293 cAMP cs	Rhodamine fluor	BRCT PPI red	BRCT PPI green	Tau filament bind	HADH2 inhib	Pol III holo inh	Caspase-7 inhib
O=C(CSc1nc2ccccc2c(=O)n1CC1CCCO1)N1CCN(c2ccccc2)CC1 (stereo not drawn)	32%[activator]	-1%	-7%	?	i	0.3%	2.1%	7%	-4%	-4%	-4%
c1ccc(-n2ncc3c2ncn2c(CSc4nc5ccccc5s4)nnc32)cc1	nt	-9%	-1%	-17%	nt	0.3%	-2.1%	nt	7%	nt	-2%
CCOC(=O)N1CCN(Cc2nc(-c3ccccc3)no2)CC1	7%	-2%	3%	5%	i	1.1%	-0.8%	2%	10%	0%	1%
COCC(=O)Nc1c(I)c(C(=O)NC[C@@H](O)CO)c(I)c(C(=O)N(C)C[C@@H](O)CO)c1I	11%[17.1 µM]	1%[25.7 µM]	15%[25.6 µM]	10%[25.6 µM]	i	0.9%[34.4 µM]	1.5%[34.4 µM]	-9%[25.6 µM]	20%[25.6 µM]	-5%[25.6 µM]	-1%[25.7 µM]
Cc1cc(C)cc(N(CC(=O)NCc2ccco2)C(=O)CCC(=O)Nc2ccccn2)c1	-13%	-3%	-2%	16%	i	0.0%	-3.9%	4%	0%	-5%	1%
COc1cc2c(Cc3c4c5c(cc(OC)c(OC)c5c5c(OC)c(OC)ccc35)CCN4C)c3c4c(cc(OC)c(OC)c4c2cc1OC)CCN3C	nt	?	?	nt	nt	-0.4%	-0.3%	nt	nt	nt	-13%
O=C(Nc1ccc2c(c1)OCO2)c1cccs1	19%	-1%	0%	3%	i	0.3%	-2.2%	-11%	-2%	0%	-1%
O=c1nc(-c2ccccc2)c2ccccc2[nH]1	-5%	-5%	-4%	?	i	-1.3%	-0.2%	-8%	-16%	-1%	-1%
Cc1nn(-c2ccccc2)c(C)c1/C=N/N1CCN(Cc2ccccc2)CC1	nt	-3%	-1%	-8%	nt	-0.3%	-0.9%	nt	20%	nt	-3%
O=C(CN1CCOCC1)Nc1cccc(Br)c1	10%	-3%	-3%	3%	i	0.2%	-3.1%	232%	-9%	-3%	-2%
Cn1c(=O)[nH]c(=O)c2c1nc(CN1CCOCC1)n2CCc1ccccc1	14%	2%	2%	21%	i	1.1%	-0.6%	4%	8%	0%	1%
O=C(O)/C=C\c1cnc[nH]1	-3%	-1%	7%	?	i	-2.1%	-1.9%	-8%	12%	11%	-1%
c1ccc(SCc2nc(-c3cccnc3)no2)cc1	-12%	0%	-1%	0%	i	-3.0%	-0.7%	4%	-6%	-2%	-3%
CCCN1Cc2cccc(C(=O)Nc3ccc(N4CCN(CC)CC4)cc3)c2C1=O	18%	-1%	1%	-9%	i	-0.9%	-1.0%	-28%	-1%	5%	0%
COc1ccc(C2C3=C(CC(C)(C)CC3=O)Oc3ncn(Cc4ccco4)c(=N)c32)cc1 (stereo not drawn)	25%	-6%	-7%	-32%[inhibitor]	i	0.6%	3.9%	16µM*	12%	-12%	-2%
N/C(CC(=O)Nc1cc(C(F)(F)F)ccc1Cl)=N\O	nt	1%[11.5 µM]	12%[11.4 µM]	-2%[11.4 µM]	i	0.2%[15.4 µM]	-1.2%[15.4 µM]	-1%[11.4 µM]	-8%[11.4 µM]	-4%[11.4 µM]	1%[11.5 µM]
O=C(Cc1cccs1)NCc1ccco1	-3%	1%	3%	18%	i	1.4%	-0.4%	1%	-4%	1%	-1%
Cc1nc(C)c(C(=O)Nc2ccccc2)s1	3%	0%	3%	0%	nt	0.9%	-2.4%	18%	0%	2%	1%
CC(C)N(Cc1nc(-c2ccc(Cl)cc2)no1)C(=O)C12CC3CC(CC(C3)C1)C2	2%	0%	2%	17%	i	-1.2%	-1.2%	-17%	2%	-6%	0%
Cc1nnc(NC(=O)CCSc2ccccc2)s1	0%	0%	7%	-3%	i	1.4%	1.5%	110%	1%	-1%	1%
O=C(c1cccc(F)c1)N1CCC[C@@]2(CCN(Cc3ccccc3)C2)C1	17%	-3%	3%	?	i	-0.2%	-3.0%	-4%	-4%	-5%	0%
COc1ccccc1CN1CC[C@@]2(CCCN(C(C)=O)C2)C1	9%	-4%	3%	10%	i	-0.8%	-2.3%	7%	3%	-6%	0%
O=C(O)c1cc2nc(C3CC3)cc(C(F)(F)F)n2n1	nt	1%	-3%	-2%	nt	0.3%	-2.0%	-4%	-1%	-9%	0%
CC1CCN(c2nnc(N3CCC(C)CC3)c3ccccc23)CC1	nt	0%	4%	12%	nt	-2.2%	0.5%	-12%	13%	-1%	2%
Nc1ccc(S(=O)(=O)NC(=O)c2ccccc2)cc1	1%	0%	-12%	-1%[25.6 µM]	i	0.2%	-1.2%[3.08 µM]	-10%[25.6 µM]	-7%[25.6 µM]	1%[25.6 µM]	-8%
COc1ccc(Cn2nnnc2C(c2cccs2)N2CCOCC2)cc1 (stereo not drawn)	4%	-2%	1%	20%	i	-0.9%	-1.1%	12%	4%	-4%	0%
FC(F)(F)c1ccccc1-c1cncnc1-n1ccnc1	9%	1%	10%	22%	i	0.5%	0.8%	2%	10%	-8%	-3%
O=C(c1cccs1)c1cn(CC(=O)N2CCc3ccccc3C2)c2ccccc12	27%	-3%	1%	18%	i	1.0%	-1.1%	96%	-5%	-3%	-1%
Cc1ccc(-c2cc(C(F)F)nc(N3CCC(C)CC3)n2)cc1	-10%	1%	2%	6%	i	0.4%	-2.5%	-1%	-12%	-2%	-2%
COc1ccccc1OCCCn1c(=O)sc2ccccc21	4%	-2%	10%	?	i	0.5%	-2.2%	0%	-1%	-6%	1%
c1cnc(N2CCN(c3ncnc4c3oc3ccccc34)CC2)nc1	10%	-2%	3%	24%	i	-0.7%	-0.2%	3%	7%	-9%	-1%
O=C(CCCn1c(SCC(=O)c2ccc(F)cc2)nc2ccccc2c1=O)NCc1ccco1	7%	0%	-4%	?	i	0.8%	-1.3%	112%	0%	-4%	-1%
O=C(CCn1c(=S)[nH]c2cc3c(cc2c1=O)OCO3)NCCN1CCCC1	-3%	-1%	9%	0%	i	-1.9%	-2.4%	-4%	-13%	-10%	0%
Cc1ccc(-n2c(Cc3cccs3)nnc2SCC(=O)Nc2ccc(S(N)(=O)=O)cc2)cc1	56%[activator]	-2%	-5%	10%	i	0.1%	3.6%	-11%	-1%	2%	-4%
CC(C)=C(NC(=O)c1ccccc1)C(=O)NCCCC(=O)O	2%[7.66 µM]	-1%	13%[11.4 µM]	-2%[11.4 µM]	nt	1.2%	-0.1%	4%[11.4 µM]	6%[11.4 µM]	-1%[11.4 µM]	0%
CCN(C(=O)c1cccc(F)c1)c1ccccc1C	-4%	0%	5%	22%	i	0.9%	0.5%	-4%	4%	-1%	1%
O=C(CN1C(=O)NC2(CCCCC2)C1=O)Nc1ccccc1Cl	-2%	0%	6%	12%	i	0.4%	-4.9%	-2%	10%	-4%	0%
Cc1ccc(Oc2nsnc2N2CCOCC2)cc1	-1%	0%	-9%	20%	i	0.8%	-1.7%	-3%	-11%	1%	1%
Cc1nc(=O)c(-c2ccccc2)c(C)n1CCCO	-1%	-1%	4%	10%	i	-0.6%	-2.1%	-4%	19%	-8%	0%
Cc1ccc2nc(-c3ccc(NC(=O)c4ccc(N)cc4)c(S(=O)(=O)O)c3)sc2c1	nt	-7%[11.5 µM]	11%[11.4 µM]	8%[11.4 µM]	i	-0.1%[15.4 µM]	-0.9%[15.4 µM]	-1%[11.4 µM]	2.5µM*	-10%[11.4 µM]	-13%[11.5 µM]
CCC(Sc1nc(=O)cc(N)n1-c1cccc(C)c1)C(=O)Nc1cc(C)on1 (stereo not drawn)	17%	3%	-3%	1%	i	-1.4%	0.0%	-6%	8%	-5%	0%
Cc1cc(NC(=O)CSc2nc(-c3cccs3)cc(C(F)(F)F)n2)no1	nt	1%	3%	18%	i	1.0%	-1.8%	128%	-28%	-8%	3%
Cc1cc(NC(=O)Cn2c(=O)c3c(ncn3CC(C)C)n(Cc3ccccc3)c2=O)no1	19%	-1%	2%	-2%	i	-0.9%	-0.3%	-4%	22%	0%	-3%

These rows are one share of the data; rates above refer to the full screens.
